Screening results as filed in PubChem BioAssay.
KLK7 zymogen act – activators of human kallikrein-7 zymogen; AID 652039; 0.9% of 370,000 active; activation, % at 7 µM; purified proKLK7, EDANS-DABCYL substrate fluorescence; 100% is mature enzyme control, 0% vehicle;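 active = activation above the mean of all tested compounds plus 3 SD, computed per campaign excluding outliers beyond control limits, cut at about 13% in these data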
Target sequence (P49862 whole entry, looked up): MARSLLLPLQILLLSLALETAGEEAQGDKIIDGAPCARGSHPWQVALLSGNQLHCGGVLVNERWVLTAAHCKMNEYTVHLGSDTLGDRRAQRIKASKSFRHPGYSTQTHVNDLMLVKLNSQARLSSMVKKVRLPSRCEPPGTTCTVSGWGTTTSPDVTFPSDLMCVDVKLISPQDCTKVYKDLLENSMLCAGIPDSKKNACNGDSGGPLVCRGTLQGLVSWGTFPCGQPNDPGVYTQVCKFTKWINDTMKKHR
NPR1 activator – GC-A (human) enzyme activation | HEK293 GC-A cells, cGMP TR-FRET, EC30 ANP; 0% at EC30 ANP, 100% saturating ANP | activation, % at 10 µM | 0.14% of 370,000 active | AID 1671463; in the data active = activation above about 40%
DAX1 inh-1 – inhibits human nuclear receptor DAX1; AID 504766; inhibition, % at 6.75 µM; 0.99% of 340,000 active; HEK293 Gal4-DAX1 luciferase reporter, luminescence; P51843;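 active = inhibition above the mean over all tested compounds plus 3 SD, cut at about 4.2% in these data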;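 also: 0% = DAX1-transfected cells with DMSO and 100% = empty-vector control cells with DMSO; inhibition shows as a rise in luminescence from relieved DAX1 repression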
Target sequence (P51843 207-470 limits assumed): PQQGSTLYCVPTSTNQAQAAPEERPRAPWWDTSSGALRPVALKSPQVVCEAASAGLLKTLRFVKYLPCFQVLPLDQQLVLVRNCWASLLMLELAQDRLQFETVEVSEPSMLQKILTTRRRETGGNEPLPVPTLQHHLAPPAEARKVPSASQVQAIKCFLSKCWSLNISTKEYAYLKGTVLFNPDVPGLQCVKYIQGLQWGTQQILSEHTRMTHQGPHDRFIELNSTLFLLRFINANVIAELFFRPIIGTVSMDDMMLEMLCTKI
SMARCA2 act – increases SMARCA2 function in MMTV reporter cells | activation, % at 9.1 µM | MG213 cells, MMTV-luciferase reporter, dexamethasone, overnight | 1% of 370,000 active | AID 652017; in the data active = activation above about 7.8%;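 also: 0% = vehicle wells and 100% = reference activator wells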
DAX1 inh-2 – inhibitors of DAX1 repression of SF-1 activated StAR promoter; HEK293T StAR-luciferase reporter, SF-1/DAX-1 repression relief; inhibition, % at 6.8 µM; 1.1% of 370,000 active; AID 652010;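 active = inhibition above the mean over all tested compounds plus 3 SD, cut at about 3.6% in these data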;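 also: 0% = DAX-1 cells with DMSO and 100% = cells lacking DAX-1 with DMSO; higher inhibition means more luminescence from relief of DAX-1 repression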
FXN GAA850 act – activators of GAA850 frataxin (FXN) promoter. HEK293 lucGAA850 FXN promoter luciferase reporter, 24 h; percent of 10 µM SAHA response. activation, % at 6 µM. 0.56% of 360,000 active. AID 540364;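 active = activation above the average of all compounds screened plus 3 SD, cutoff fixed separately per campaign, cut at about 7.5% in these data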;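 also: 0% = DMSO wells and 100% = 10 µM SAHA wells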
GC-B act – GC-B (human) receptor activation | HEK293-GC-B cells, CNP EC30, cGMP TR-FRET; 0% at EC30 CNP, 100% saturating CNP | activation, % at 10 µM | 0.11% of 370,000 active | P20594;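 active = activation at 10 µM reaching about 35% in either raw or pattern-adjusted values, limit read from the data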
HGIII-sPLA2 inh – Inhibits HGIII-sPLA2 liposome hydrolysis, primary screen | 0.56% of 370,000 active | inhibition, % at 12.2 µM | QFRET BODIPY PC-A2 liposome hydrolysis, fluorescence | AID 743126;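 active = inhibition above mean plus 3 SD of compounds lying within the high and low control bounds, cut at about 19% in these data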;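 also: 0% = median of test compound wells and 100% = no enzyme DMSO wells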
Target sequence (Q9NZ20 whole entry, looked up): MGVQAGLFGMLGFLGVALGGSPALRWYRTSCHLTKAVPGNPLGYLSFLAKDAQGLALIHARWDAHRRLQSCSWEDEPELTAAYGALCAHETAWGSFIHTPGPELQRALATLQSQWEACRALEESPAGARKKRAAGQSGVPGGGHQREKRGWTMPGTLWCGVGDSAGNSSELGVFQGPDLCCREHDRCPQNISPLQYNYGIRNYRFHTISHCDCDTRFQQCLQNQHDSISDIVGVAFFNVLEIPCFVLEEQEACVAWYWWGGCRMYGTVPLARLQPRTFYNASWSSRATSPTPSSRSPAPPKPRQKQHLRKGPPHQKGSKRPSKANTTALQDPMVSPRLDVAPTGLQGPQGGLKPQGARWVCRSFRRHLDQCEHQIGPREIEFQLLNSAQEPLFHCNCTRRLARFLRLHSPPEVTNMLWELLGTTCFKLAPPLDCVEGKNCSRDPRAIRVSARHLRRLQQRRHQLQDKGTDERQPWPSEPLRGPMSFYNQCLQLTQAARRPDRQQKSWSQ
ssDAF12 agonist – S. stercoralis DAF-12 activation, primary screen. HEK293 ssDAF-12/GRIP1 lit1-tk-luc reporter, luminescence; % of 3 µM dafachronic acid response. activation, % at 6.8 µM. 1% of 370,000 active. AID 652126;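 active = activation above the mean over all tested compounds plus 3 SD, cut at about 0.9% in these data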;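 also: 0% = DMSO-only wells and 100% = 3 µM delta7-dafachronic acid wells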
hgDAF-12 ag – agonists of H. glycines DAF-12 nuclear receptor. HEK293 GAL4-hgDAF12 UAS-luciferase reporter, agonist luminescence; normalized to butyrate control. activation, % at 6.8 µM. 1.8% of 370,000 active;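 active = activation above a cutoff set at the mean of all screened compounds plus 3 SD, cut at about 10% in these data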;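 also: 0% = DMSO wells and 100% = sodium butyrate wells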
hcDAF12 agonist – H. contortus DAF-12 activation, primary screen | activation, % at 6.8 µM | HEK293 hcDAF-12 lit1-tk-luc reporter, luminescence; 0% DMSO, 100% Δ7-dafachronic acid | 1.4% of 370,000 active;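 active = activation above the mean of all tested compounds plus 3 SD, cut at about 5.5% in these data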;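 also: 100% = response to 3 µM Δ7-dafachronic acid high control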
* = called active by the depositor; . = not tested or not shown; & = joins results of further samples.

SMILES	KLK7 zymogen act	NPR1 activator	DAX1 inh-1	SMARCA2 act	DAX1 inh-2	FXN GAA850 act	GC-B act	HGIII-sPLA2 inh	ssDAF12 agonist	hgDAF-12 ag	hcDAF12 agonist
CCC(C)[C@H](NC(=O)NCc1ccc(S(N)(=O)=O)cc1)C(=O)O (stereo not given in full)	0.4	3.8	1.0	4.2	-0.6	1.8	0.9	-1.8	-1.2	2.1	-2.1
Cc1ccc(N/C(N)=N/c2nc(CSc3ccc(C)cc3)cc(=O)[nH]2)cc1	0.0	0.4	0.4	1.4	-0.4	1.8	-4.8	6.1	-1.2	-1.0	-0.7
CC1CCC(C(C)C)C(OC(=O)Cn2nnc3c(cnn3-c3ccccc3)c2=O)C1 (stereo not given)	-0.4	-1.5	2.6	-1.3	0.1	2.1	1.4	11.2	-0.8	1.9	1.1
COc1cc(OC)cc(C(=O)N[C@H](C(=O)Nc2nc(-c3cc(OC)ccc3OC)cs2)C(C)C)c1	-3.3	-8.4	-1.8	-1.6	-0.9	-3.6	-3.3	-12.9	-1.4	-1.7	0.4
CN(C)S(=O)(=O)c1ccc(N2CCCC2)c(C(=O)Nc2nc(-c3ccc(F)c(F)c3)cs2)c1	-0.3	4.2	-0.9	1.8	0.2	-2.0	3.1	-0.3	-1.0	-0.9	-0.5
O=C(Nc1nc2ccc(F)cc2s1)c1ccccn1	0.1	13.0	.	-7.6	-2.5	.	10.4	-1.7	-1.8	-10.6	0.0
CCOC(=O)CN1C(=O)C(=O)N(Cc2c(Cl)cccc2Cl)C1=O	0.4	1.8	0.8	-2.3	-0.1	0.0	2.8	7.9	-1.2	0.2	-1.5
Cc1c(O)c2ccccc2oc1=O	0.0	0.7	0.3	-1.4	-0.4	-0.3	2.2	1.1	-1.6	0.9	-0.4
CS(=O)(=O)c1ccc2nc(NC(=O)C3CCCCC3)sc2c1	0.4	-8.0	-0.8	-0.2	-1.3	3.0	-0.2	3.5	-0.9	7.3	-0.9
Cc1oc(C)c(C(=O)O)c1COc1ccc(C(=O)O)cc1	-0.3	-0.8	-0.1	1.0	-0.5	1.0	-2.3	-3.6	-0.7	0.6	-1.9
Brc1cccc(CNCCCN2CCOCC2)c1	-0.4	-1.0	2.3	1.8	-0.4	-1.4	6.1	-3.8	-0.8	-0.3	2.8
O=C(CCCOC(=O)c1cccnc1Cl)c1ccc(Br)cc1	-1.0	-5.1	-0.1	-2.8	0.3	0.3	-4.6	5.1	-0.6	1.3	-0.5
COc1ccc(CCNC(=O)c2cc(=O)c3cc(C)ccc3o2)cc1	-0.6	-2.9	-1.3	-3.1	-0.3	-0.5	-3.0	-2.2	-0.8	2.0	-0.3
COc1cccc(/C=N/NC(=O)CCc2n[nH]c(=O)[nH]c2=O)c1O	-5.3	5.0	0.9	0.6	0.3	2.2	-1.4	-6.7	-0.3	-0.5	-1.3
CC(=O)NC(CC(=O)OC(C)C(=O)Nc1ncc(Cl)cc1Cl)c1ccccc1 (stereo not given)	0.0	0.9	1.1	3.5	-1.9	-0.4	3.4	3.0	-1.1	1.4	1.8
Cc1nc([N+](=O)[O-])cn1CCCCN1C(=O)c2ccccc2C1=O	-0.2	0.7	1.3	-2.3	0.8	-1.3	-3.8	10.8	-1.1	1.4	-1.9
O=C(CSc1nnc(CNc2ccc(F)cc2)o1)c1ccccc1	1.0	-2.4	0.7	0.1	-0.3	0.1	3.4	-25.2	-1.4	1.0	-0.6
CCCc1nc(SCC(=O)NC2CC2)c2c(C)c(C)sc2n1	-0.5	-6.0	0.5	-2.7	0.1	2.8	-0.4	0.3	-1.2	0.2	-2.3
CC(C)(C)N(Cc1ccccc1)C(=O)COC(=O)CSc1ccc([N+](=O)[O-])cc1	0.7	0.2	0.8	-1.8	-0.2	2.1	1.8	1.2	-1.1	1.1	-1.5
COc1ccccc1CNC(=O)CSc1ccc(C(=O)Nc2ccccc2OC)cc1[N+](=O)[O-]	-0.4	-3.0	-1.0	6.8	-0.5	-2.5	-3.1	-2.1	-0.9	0.6	-2.6
O=S(=O)(Nc1ccc(S(=O)(=O)Nc2cccc3ccccc23)cc1)c1ccccc1	-0.5	5.0	0.1	-4.4	0.6	-0.1	-0.6	-58.2	-1.2	-1.5	-1.6
CSc1ccc(C(=O)C2CCCN(Cc3ccc(N4CCNC4=O)cc3)C2)cc1 (stereo not given)	0.1	-6.8	-1.2	-6.0	1.0	0.7	2.0	-17.2	-1.5	2.2	0.5
CC(C)OC(=O)/C(=C/c1ccc2c(c1)c1ccccc1n2C)NC(=O)c1ccccc1	-13.1	0.1	-0.1	2.6	0.1	0.1	-2.2	7.5	-0.6	7.6	2.2
COc1ccccc1C(CNC(=O)C(C)(C)Oc1ccc(Cl)cc1)N1CCCC1 (stereo not given)	-0.1	-6.2	2.2	-1.6	0.3	-1.8	-10.5	-6.1	-1.1	-1.3	-2.9
O=c1[nH]c(CSc2nnc(-c3ccncc3)n2Cc2ccco2)nc2ccccc12	0.0	-2.4	-0.5	-3.4	1.1	-0.6	-3.2	-0.4	-1.1	-0.5	-1.0
COC(=O)c1cc2c(ccn2-c2ccc(F)cc2)n1Cc1cccc(OC)c1	-0.9	-2.6	-1.3	-1.0	-0.1	0.5	0.2	-9.4	-0.7	0.4	-0.3
Cc1ccc(NC(=O)c2cnccn2)cc1S(=O)(=O)N1CCCCCC1	-0.5	-4.0	-0.3	-2.4	0.0	-0.3	0.0	-7.1	-1.5	-5.6	1.4
Cc1occc1-c1nnc(SCC(=O)c2c(N)n(C3CC3)c(=O)[nH]c2=O)n1C	-0.6	0.2	1.5	-3.5	-1.9	-0.4	0.4	15.6	-1.1	0.4	-0.3
O=C(O)c1ncc(Cl)c(Cl)c1Cl	-0.1&0.0	1.7&-1.6	-0.5&0.7	0.0&-6.1	0.5&1.1	1.4&3.2	1.8&8.1	2.9&9.2	-1.0&-1.9	0.1&-2.2	3.5&-1.0
Cc1cc(C)n2nc(C(=O)OCC(=O)NCc3ccc(F)cc3)nc2n1	0.5	2.0	2.3	-2.3	-1.1	1.5	2.8	7.1	-0.7	1.7	1.2
Cc1cccc(S(=O)(=O)NC(Cc2c[nH]c3ccccc23)C(=O)O)c1 (stereo not given)	0.4	1.2	0.1	0.4	0.1	1.1	1.5	-62.8	-0.1	1.6	5.2
Cc1ccc([N+](=O)[O-])cc1NC(=O)CCCOc1ccccc1	-0.2	8.7	0.6	-3.1	-0.1	1.1	4.0	-7.3	-1.7	1.1	-0.7
COc1ccc(CNC(=O)CN(c2ccccc2OC)S(=O)(=O)c2cccs2)cc1	-0.3	-2.7	-0.8	-1.8	0.5	-1.2	-1.5	0.5	-1.2	-2.4	-2.4
O=[N+]([O-])c1cccn2cc(-c3ccc(Br)cc3)nc12	-0.8	-10.2	0.2	-2.1	1.6	6.6	-2.8	13.3	-0.3	4.4	4.1
COc1ccccc1C(=O)N1CCN(C(=O)Cc2ccccc2)CC1	-0.1	1.9	-0.8	-3.1	0.0	1.3	1.1	4.0	-0.1	1.3	4.0
CN1CCN(CCCNC(=O)C2CC(=O)N(C3CCCCC3)C2)CC1 (stereo not given)	0.0	-2.6	0.6	-1.0	0.2	-0.9	2.8	8.7	-1.0	-0.8	-1.2
COC(=O)c1ccc(NC(=O)c2cc(-c3ccncc3)nc3ccccc23)cc1	0.1	-4.0	0.7	-0.9	-0.7	-1.1	-3.5	-8.0	-0.1	0.5	1.1
Cc1nnc(SCc2cccc(Cl)c2)n(N)c1=O	-0.6	2.0	1.5	-2.5	-0.4	0.4	0.0	3.9	-2.3	0.5	0.6
Cc1ccccc1Cn1cc(NS(=O)(=O)c2cn(C)nc2C)cn1	0.1	1.1	0.7	8.8*	-1.6	0.4	4.4	5.0	-1.1	-1.7	-1.4
O=C(O)CCCNc1cc(N2CCN(C(=O)c3ccco3)CC2)c2noc3c2c1C(=O)c1ccccc1-3	0.4	-21.1	0.4	-2.3	-0.2	-0.7	-20.2	1.1	-1.1	-1.4	0.8

Profiles as entered above.
`COc1cc(OC)cc(C(=O)N[C@H](C(=O)Nc2nc(-c3cc(OC)ccc3OC)cs2)C(C)C)c1` is listed as KLK7 zymogen act = -3.3; NPR1 activator = -8.4; DAX1 inh-1 = -1.8; SMARCA2 act = -1.6; DAX1 inh-2 = -0.9; FXN GAA850 act = -3.6; GC-B act = -3.3; HGIII-sPLA2 inh = -12.9; ssDAF12 agonist = -1.4; hgDAF-12 ag = -1.7; hcDAF12 agonist = 0.4
`O=C(Nc1nc2ccc(F)cc2s1)c1ccccn1` is listed as KLK7 zymogen act = 0.1; NPR1 activator = 13.0; DAX1 inh-1 = .; SMARCA2 act = -7.6; DAX1 inh-2 = -2.5; FXN GAA850 act = .; GC-B act = 10.4; HGIII-sPLA2 inh = -1.7; ssDAF12 agonist = -1.8; hgDAF-12 ag = -10.6; hcDAF12 agonist = 0.0

(cont.)
SMILES	KLK7 zymogen act	NPR1 activator	DAX1 inh-1	SMARCA2 act	DAX1 inh-2	FXN GAA850 act	GC-B act	HGIII-sPLA2 inh	ssDAF12 agonist	hgDAF-12 ag	hcDAF12 agonist
O=C(c1[nH]ncc1-c1ccc(Cl)cc1)C1CO1 (stereo not given)	-0.2	2.6	.	-0.5	-0.7	1.8	-2.5	-10.8	-1.8	1.4	1.1
CN1/C(=C\C=N\O)C(C)(C)c2ccccc21	-0.2	-1.7	-0.7	1.7	0.2	-3.9	-1.1	0.5	-0.8	-1.1	-3.0
COC(=O)n1c(SC)nc2ccccc21	-0.1	8.1	0.5	0.5	0.2	-1.4	1.7	1.5	-0.7	0.8	0.7
O=C(CSc1n[nH]c(-c2ccccc2)n1)c1ccccc1	-0.8	0.4	-0.2	-0.2	2.3	1.4	0.6	-27.8	-0.2	4.4	3.8
Cc1ccc(S(=O)(=O)N2CCCCC2)cc1NC(=O)CSc1nnc(C2CC2)n1N	-0.4	0.7	0.1	-1.8	-0.2	-0.6	5.2	-4.0	-1.3	2.1	-0.2
Cc1ccc(-c2csc(NCCc3nc4cc(Cl)c(Cl)cc4n3CCCO)n2)cc1	0.7	-7.8	-0.3	0.2	-0.3	1.6	-13.6	-7.8	-0.8	-1.9	-1.0
Cc1ccc(C)c(NC(=O)CN2C(=O)C3CC=CCC3C2=O)c1 (stereo not given)	0.4	4.6	0.1	-0.9	-0.6	1.1	-2.1	-0.8	-1.0	0.4	-1.4
